SW480 rerep: induces DNA re-replication in SW480 colon adenocarcinoma cells; actives 1.8% (n = 340,000); SW480 DNA re-replication, Hoechst DNA content imaging, 48 h; Potency, µM (doses to about 46.1 µM), without a hit: at the top dose re-replication activation, usual class: activators; further: % of control where 0% means no effect; nearly all actives have a fitted effect of over 55% in size
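Image-based DNA-content assay: after two days of treatment, nuclei were labelled with the DNA dye Hoechst and imaged, and hits were compounds raising the count of nuclei showing high fluorescence intensity.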
KB-3-1 cytotox: kills parental KB-3-1 adenocarcinoma cells; KB-3-1 viability, CellTiter-Glo ATP luminescence, 72 h; Potency, µM (titrated, usually from 46.1 µM), for inactives: at the highest dose activity change, negative = cytotoxic, actives largely listed as cytotoxic; actives 1.4% (n = 400,000); AID 1347075; further: on the % scale 0 is the no-effect control and ±100 the full control effect; nearly all actives have a fitted effect of over 60% in size
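Multi-concentration cytotoxicity screen in KB-3-1 cells grown in DMEM lacking phenol red with 10% FBS. After 72 h at 37 °C with compound, ATP-dependent luminescence was recorded.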
HEK293 tox: cytotoxicity counter-screen for GLP-1 receptor inverse agonists | Potency, µM (series often up to 38.3 µM), without a hit: at the top dose activity change, negative = inhibition, actives largely listed as inhibitors | HEK293 cAMP-luciferase reporter cells, luminescence, 24 h | AID 624418 | actives 0.13% (n = 410,000);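 further: loss of luciferase light is scored as toxicity; on the % scale 0 is the no-effect control and ±100 the full control effect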
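Quantitative HTS format, 1536 wells, 200 cells/uL seeded. Compounds: 23 nL, 24 h, 37 °C. Detection: luciferase reagent, luminescence at 12 min RT; decreased signal taken as cytotoxic.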
HT1080 IDH1KD tx: kills HT-1080 cells with IDH1 knockdown | HT-1080 IDH1 knockdown viability, ATP luminescence, 48 h | Potency, µM (series often up to 46.1 µM), inactives show top-dose activity, negative = toxicity, hits mostly cytotoxic | actives 2% (n = 360,000);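 further: 0% = DMSO wells and -100% = cell-free medium wells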
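HT-1080-IDH1KD cells (IDH1 knocked down), 750/well in RPMI with 5% FBS, treated with compound 48 h at 37 degrees C. Viability by CellTiter-Glo luminescence, normalised to DMSO and no-cell wells; concentration-response curves classed.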
TDP43 rescue: inhibitors of TDP-43 toxicity in yeast; TDP-43 expressing yeast growth rescue, BacTiter-Glo, 24 h; Potency, µM (highest dose often 46.1 µM), for the others: at the top dose growth rescue (activation), most hits filed as activators; actives 1.8% (n = 410,000); AID 652104; further: % of control where 0% means no effect; nearly all actives have a fitted effect of over 50% in size
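In this qHTS, compounds that restore growth of yeast expressing TDP-43 appear as activators. Cells (OD600=0.02, galactose medium, raffinose-pregrown) are incubated with compound 24 hr at 30 deg C and growth is quantified by BacTiter-Glo.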
KB-V1 cytotox: kills drug-selected multidrug resistant KB-V1 cells | Potency, µM (top dose mostly 46.1 µM), without a hit: top-dose activity change, negative = cytotoxicity, actives largely listed as cytotoxic | actives 3.4% (n = 400,000) | KB-V1 MDR cells viability, CellTiter-Glo, 72 h; further: on the % scale 0 is the no-effect control and ±100 the full control effect; nearly all actives have a fitted effect of over 60% in size
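KB-V1 cells (P-gp-expressing MDR subline of KB-3-1) in phenol-red-free DMEM with 10% FBS were exposed to library compounds over a concentration series for 72 h at 37 degrees C. Viability read by CellTiter-Glo luminescence; concentration-effect curves fitted after normalization.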
GLP1R inv ag: acts as inverse agonist at human GLP-1 receptor; actives 1.6% (n = 410,000); AID 624417; HEK293 GLP-1R CRE-luciferase, luminescence, 24 h; GLP-1R form is constitutively active; P43220; Potency, µM (doses to about 38.3 µM), for inactives: top-dose activity change, negative = inhibition, most hits filed as inhibitors; further: on the % scale 0 is the no-effect control and ±100 the full control effect; nearly all actives have a fitted effect of over 55% in size
Target sequence (P43220 whole entry, looked up): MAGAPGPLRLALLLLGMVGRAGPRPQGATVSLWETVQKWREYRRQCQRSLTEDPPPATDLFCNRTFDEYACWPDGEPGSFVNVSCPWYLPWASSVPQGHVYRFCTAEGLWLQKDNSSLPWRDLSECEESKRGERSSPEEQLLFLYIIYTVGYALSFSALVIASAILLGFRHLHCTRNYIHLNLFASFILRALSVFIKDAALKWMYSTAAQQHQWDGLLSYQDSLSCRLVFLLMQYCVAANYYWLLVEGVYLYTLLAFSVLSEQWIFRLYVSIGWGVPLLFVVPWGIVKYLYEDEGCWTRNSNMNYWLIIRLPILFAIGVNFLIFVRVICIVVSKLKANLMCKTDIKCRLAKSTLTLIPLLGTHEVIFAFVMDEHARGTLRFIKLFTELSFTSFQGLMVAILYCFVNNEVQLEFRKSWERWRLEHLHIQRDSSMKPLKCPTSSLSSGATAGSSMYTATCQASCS
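HEK293 cells stably co-expressing constitutively active GLP-1R and a cAMP-responsive luciferase reporter were seeded in DMEM with 10% Nu serum, given compounds after 12 h, and incubated 24 h at 37 deg C. Luminescence was then read.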
GLP-1R agonist: GLP-1 receptor (human) agonism; P43220; HEK293 GLP-1R CRE-luciferase, luminescence, 4-6 h; cells express a hypersensitive GLP-1R form; Potency, µM (series often up to 45.6 µM), inactives show at the top dose activation, actives largely listed as activators; actives 0.007% (n = 380,000); further: % of control where 0% means no effect
HT1080NT lethal: kills 2HG-producing HT-1080-NT fibrosarcoma cells; HT-1080-NT fibrosarcoma viability, CellTiter-Glo ATP luminescence, 48 h; Potency, µM (titrated, usually from 46.1 µM), inactives show at the top dose activity, negative = less viability, most hits filed as cytotoxic; actives 1.6% (n = 360,000);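 further: NT is the 2HG producing partner of a matched IDH1 knockdown line; 0% = DMSO-treated cells and -100% = media-only wells without cells; nearly all actives have a fitted effect of over 55% in size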
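Luminescent CellTiter-Glo readout after 48 hours of compound exposure at 37 degrees C defined viability of HT-1080-NT cells. Activity was normalized to DMSO wells and cell-free media wells; concentration-response curves were fitted and assigned curve classes.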
An asterisk follows results filed as active; u = inconclusive; x = no result given; [ ] = remark or other dose. The call rests on the fitted dose curve; in most records, active means well fitted curve in the direction sought with a large enough effect; inconclusive means small, poorly fitted or top-dose-only effect, or another doubt; inactive means no such curve, though single readings can be large; an effect the other way counts as inactive or inconclusive. Potency means the concentration at half of the fitted maximal effect.

SMILES	SW480 rerep	KB-3-1 cytotox	HEK293 tox	HT1080 IDH1KD tx	TDP43 rescue	KB-V1 cytotox	GLP1R inv ag	GLP-1R agonist	HT1080NT lethal
O=C(CSc1nncs1)NCCNC(=O)CSc1nncs1	-40%[inhibitor]	-11%	-1%	10%	-3%	u	-5%	3%	-3%
Cc1ccc(/C=N/NC(=O)Cc2cccn2C)cc1	-17%	13%	1%	3%	17%	0%	29%	7%	-1%
COc1cccc2sc(=NC(=O)CS(=O)(=O)c3ccc(Cl)cc3)n(C)c12	-1%	-13%	7%	u	-22%	18%	-23%	8%	-9%
COc1ccc(CCNC(=O)c2cc(-c3ccc(C)c(C)c3)nc3ccccc23)cc1OC	x	-13%	-14%	x	10%	3%	-13%	x	x
Cc1ccc(/C=C/C(=O)c2ccc(C)cc2)cc1	u	15%	1%	7%	11%	-3%	-8%	-7%	9%
Cc1ccc(S(=O)(=O)Nc2c(C)n(C)n(-c3ccccc3)c2=O)cc1C(=O)OC(C)C(=O)N(C)c1ccccc1 (centres undefined)	5%	-14%	-30%	-7%	-26%	-29%	-28%	5%	-7%
CC(=O)N1CCCc2cc(S(=O)(=O)Nc3ccc(C)c(F)c3)ccc21	x	-5%	-4%	x	11%	6%	5%	x	x
CCC(Sc1nc(N)c(NC(=O)c2ccc(OC)cc2)c(=O)[nH]1)C(=O)O (centres undefined)	-4%	2%	-19%	9%	-18%	9%	20%	-1%	9%
COc1ccc(C(CCNCc2ccc(N(C)C)cc2)c2ccccc2)cc1 (centres undefined)	18µM*	-10%	u	u	-4%	u	u	4%	18µM*
COC(=O)Cc1c(O)ccn(Cc2ccc(F)cc2)c1=O	-4%	-3%	6%	-1%	-15%	-5%	-3%	-1%	2%
O=C(Oc1cc2oc(=O)c3c(c2cc1Cl)CCCC3)c1ccco1	u	19%	149%[activator]	-11%	23%	8%	29%	-7%	0%
Cc1cc(C)nc(SCc2nnc(SCc3ccc([N+](=O)[O-])cc3)n2Cc2ccco2)n1	1%	-5%	-19%	0%	19%	-7%	3%	24%	4%
O=c1oc(-c2cccnc2)nc2ccccc12	-3%	-18%	-16%	2%	-15%	-15%	4%	-2%	1%
CN1CCN(c2ccccc2NC(=O)Cc2ccc(Cl)cc2)CC1	14%	-11%	2%	-20%	-21%	u	-24%	-3%	-18%
CCCS(=O)(=O)N1CCC(C(=O)c2cccc(C(F)(F)F)c2)CC1	7%	-16%	-2%	11%	12%	-4%	-2%	0%	0%
COc1ccc(C2C3=C(CC(C)(C)CC3=O)Oc3ncn(CC(C)C)c(=N)c32)cc1 (centres undefined)	0%	-9%	-6%	-12%	u	-1%	u	3%	-5%
COc1ccc(S(=O)(=O)N(C)C[C@H]2Oc3c(NS(=O)(=O)c4cn(C)cn4)cccc3C(=O)N([C@H](C)CO)C[C@@H]2C)cc1	-2%[9.22 µM]	25%	3%	13%	16%	14%	11%	0%	2%
N#Cc1ccccc1NC(=O)CSc1nnc(-c2ccc(F)cc2)n1-c1ccccc1	-1%	-11%	2%	-8%	11%	-27%	u	1%	-8%
O=C(CNc1cccc(S(=O)(=O)N2CCOCC2)c1)Nc1ccc(C(F)(F)F)cc1	0%	-26%	16%	-23%	5%	-9%	u	-7%	-8%
COc1cc(NC(=O)CN2C(=O)NC(c3ccccc3)(c3ccccc3)C2=O)c(C)cc1[N+](=O)[O-]	16%	-11%	-4%	-30%	8%	-1%	u	11%	-29%
CCCNC(=O)N1CCC(Cc2ccccc2)CC1	0%	11%	0%	8%	7%	-10%	12%	2%	17%
O=C(NCCCN1CCOCC1)c1cc(-c2cccc(O)c2)on1	-4%	-3%	-1%	11%	-8%	u	10%	6%	-8%
O=C(NC1CCCCC1)C(c1ccccc1)N1CCC2(CC1)OCCO2 (centres undefined)	u	-14%	-2%	-1%	-13%	-9%	-18%	0%	-2%
CCOC(=O)C(=NC1CCCCC1)NNc1cccc(C(F)(F)F)c1	-6%	-5%	-12%	u	5%	7%	u	1%	-26%
CCOC(=O)C1=CCC(c2ccc(Cl)cc2)N(S(=O)(=O)c2ccc(C)cc2)C1 (centres undefined)	x	-1%	8%	-14%	11%	u	u	-1%	-7%
O=C(Cn1c(C(F)(F)F)nc2ccccc21)N1CCCC1	-3%	-2%	-7%	0%	-18%	18%	2%	-8%	6%
O=C1CCCN2N=C(SCC(=O)Nc3nc4ccccc4s3)SC2=N1	1%	1%	-27%	-15%	2%	-26%	-9%	2%	-19%
O=S(=O)(NCCN1CCOCC1)c1ccc2ccccc2c1	u	0%	-2%	-6%	-13%	-11%	1%	10%	2%
Cc1ccc(C(=O)Nc2ncccc2C)o1	-10%	27%	-1%	2%	2%	-7%	9%	14%	1%
CCOc1cc(N2CCOCC2)c(OCC)cc1NC(=O)COc1ccccc1[N+](=O)[O-]	-9%	-7%	17%	-6%	-7%	-24%	3%	8%	-3%
CCC(=O)N1CCc2cc(Br)cc(S(=O)(=O)N3CCC(C(=O)Nc4cccc(C)c4)CC3)c21	x	-14%	3%	x	17%	-30%	u	x	x
Cc1ccc(OCCOc2ccc(S(=O)(=O)N3CCCC3)cc2C(N)=O)cc1	-4%	-2%	-4%	-1%	-13%	-2%	2%	-2%	-1%
CC(Oc1cc(-c2ccccc2)cc2ccccc12)C(=O)N1CCOCC1 (centres undefined)	6%	u	-31%	-3%	16%	6.5µM*	0%	4%	-1%
COC(=O)c1cc(NC(=O)c2cc(-c3ccc(C(F)(F)F)cc3)oc2C(F)(F)F)ccc1N1CCOCC1	5.8µM*	u	-11%	-3%	-21%	u	u	4%	-2%
c1ccc(C(c2ccccn2)c2ccccn2)cc1	1%	-16%	2%	12%	10%	u	9%	-7%	11%
C/C(=N\O)C(=O)NCCCNCCCN(C)C	-3%	0%	-10%	2%	-16%	16%	0%	-9%	2%
Cc1ccc([C@@H]2CC(=O)[C@@H]3CN(S(=O)(=O)c4ccc(C)cc4)[C@H](c4ccccc4)C[C@@H]3N2S(=O)(=O)c2ccc(C)cc2)cc1	x	0%	-6%	14%	29%	14%	32%[activator]	3%	16%
Cc1cc(C)nc(SCC(=O)Nc2ncc3c(n2)CCCC3=O)n1	0%	11%	-7%	1%	10%	-10%	0%	-3%	13%
CC(C)NC(=O)C1CCN(S(=O)(=O)c2ccc(N3CCCC3=O)cc2)CC1	3%	-9%	12%	0%	-2%	-6%	7%	-3%	1%
COc1ccc(CCC(=O)NNC(=O)c2ccc(F)cc2)cc1	-32%[inhibitor]	-2%	u	4%	6%	6%	3%	8%	9%
Cc1cccc(Cn2c(O)c(N=NC(=S)Nc3ccccc3F)c3ccccc32)c1	-96%[inhibitor]	u	-8%	0%	19%	u	-4%	-2%	-1%
c1ccc(-c2nnc(-c3ccncc3)o2)cc1	-2%	-2%	-7%	7%	1%	0%	22%	1%	0%
C=C1CCN(c2ccc(C(=O)NCc3ccccc3)cc2[N+](=O)[O-])CC1	-1%	20%	11%	7%	12%	2%	-5%	0%	19%
COc1ccc(OCc2nnnn2-c2ccccc2)cc1	-4%	24%	u	-1%	7%	u	-9%	1%	20%
COc1ccc(CNC(=S)N/N=C(/C)c2ccccc2)cc1	-8%	-6%	-93%	-13%	18µM*	-8%	u	19%	-8%
O=C1COc2ccc(S(=O)(=O)CCC(=O)N3CCN(c4cccc(Cl)c4)CC3)cc2N1	39%	-42%	24%	u	3%	-24%	2%	-5%	u

In the list so far, these contain four or more nitrogen atoms:
SMILES	SW480 rerep	KB-3-1 cytotox	HEK293 tox	HT1080 IDH1KD tx	TDP43 rescue	KB-V1 cytotox	GLP1R inv ag	GLP-1R agonist	HT1080NT lethal
O=C(CSc1nncs1)NCCNC(=O)CSc1nncs1	-40%[inhibitor]	-11%	-1%	10%	-3%	u	-5%	3%	-3%
Cc1ccc(S(=O)(=O)Nc2c(C)n(C)n(-c3ccccc3)c2=O)cc1C(=O)OC(C)C(=O)N(C)c1ccccc1 (centres undefined)	5%	-14%	-30%	-7%	-26%	-29%	-28%	5%	-7%
CCC(Sc1nc(N)c(NC(=O)c2ccc(OC)cc2)c(=O)[nH]1)C(=O)O (centres undefined)	-4%	2%	-19%	9%	-18%	9%	20%	-1%	9%
Cc1cc(C)nc(SCc2nnc(SCc3ccc([N+](=O)[O-])cc3)n2Cc2ccco2)n1	1%	-5%	-19%	0%	19%	-7%	3%	24%	4%
COc1ccc(S(=O)(=O)N(C)C[C@H]2Oc3c(NS(=O)(=O)c4cn(C)cn4)cccc3C(=O)N([C@H](C)CO)C[C@@H]2C)cc1	-2%[9.22 µM]	25%	3%	13%	16%	14%	11%	0%	2%
N#Cc1ccccc1NC(=O)CSc1nnc(-c2ccc(F)cc2)n1-c1ccccc1	-1%	-11%	2%	-8%	11%	-27%	u	1%	-8%
COc1cc(NC(=O)CN2C(=O)NC(c3ccccc3)(c3ccccc3)C2=O)c(C)cc1[N+](=O)[O-]	16%	-11%	-4%	-30%	8%	-1%	u	11%	-29%
O=C1CCCN2N=C(SCC(=O)Nc3nc4ccccc4s3)SC2=N1	1%	1%	-27%	-15%	2%	-26%	-9%	2%	-19%
C/C(=N\O)C(=O)NCCCNCCCN(C)C	-3%	0%	-10%	2%	-16%	16%	0%	-9%	2%
Cc1cc(C)nc(SCC(=O)Nc2ncc3c(n2)CCCC3=O)n1	0%	11%	-7%	1%	10%	-10%	0%	-3%	13%
Cc1cccc(Cn2c(O)c(N=NC(=S)Nc3ccccc3F)c3ccccc32)c1	-96%[inhibitor]	u	-8%	0%	19%	u	-4%	-2%	-1%
COc1ccc(OCc2nnnn2-c2ccccc2)cc1	-4%	24%	u	-1%	7%	u	-9%	1%	20%

Assay outcomes from PubChem.
